# Source: PubChem BioAssay (The Scripps Research Institute Molecular Screening Center)
# PRMT1 inh: blocks human protein arginine methyltransferase 1 | recombinant PRMT1, activity-based probe fluorescence polarization | inhibition, % at 2.79 µM | actives 1.3% (n = 370,000) | AID 652257;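 active means inhibition above about 21% made by adding two undisclosed values, limit read from the data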
# Target sequence (Q99873 whole entry, looked up): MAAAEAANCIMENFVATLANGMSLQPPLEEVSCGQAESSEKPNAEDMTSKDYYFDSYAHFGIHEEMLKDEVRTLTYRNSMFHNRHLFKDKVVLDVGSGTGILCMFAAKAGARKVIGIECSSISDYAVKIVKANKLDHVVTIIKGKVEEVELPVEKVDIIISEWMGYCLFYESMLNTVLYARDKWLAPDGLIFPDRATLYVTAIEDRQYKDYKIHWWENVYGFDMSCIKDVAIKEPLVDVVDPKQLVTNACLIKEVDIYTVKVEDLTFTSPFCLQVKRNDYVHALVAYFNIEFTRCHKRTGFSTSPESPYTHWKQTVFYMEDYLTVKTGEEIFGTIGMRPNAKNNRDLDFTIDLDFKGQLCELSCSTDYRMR
# LEDGF integ inh: blocks HIV-1 LEDGF/p75-dependent DNA integration; TR-FRET IN-LEDGF/p75 DNA integration, Eu/Cy5; actives 0.64% (n = 370,000); AID 743269; inhibition, % at 3.7 µM;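 active means inhibition above the screen-wide mean plus 3 SD, cut at about 13% in these data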;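 further: signal is the Cy5 over europium emission ratio at 671 and 618 nm; 0% = plate median of compound wells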
# KLK7 zymogen act: activates the human kallikrein-7 zymogen; actives 0.9% (n = 370,000); P49862; activation, % at 7 µM; purified proKLK7, EDANS-DABCYL substrate fluorescence; 100% is mature enzyme control, 0% vehicle;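 active means activation above the mean of all tested compounds plus 3 SD, computed per campaign excluding outliers beyond control limits, cut at about 13% in these data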
# Target sequence (P49862 whole entry, looked up): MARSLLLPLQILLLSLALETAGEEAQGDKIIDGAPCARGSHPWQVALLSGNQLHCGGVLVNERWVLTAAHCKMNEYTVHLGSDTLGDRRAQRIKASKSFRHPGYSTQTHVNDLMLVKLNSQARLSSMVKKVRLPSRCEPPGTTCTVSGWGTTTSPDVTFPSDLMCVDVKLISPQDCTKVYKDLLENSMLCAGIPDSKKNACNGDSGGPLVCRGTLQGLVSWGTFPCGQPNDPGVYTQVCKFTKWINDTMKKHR
# DDE Tn7 FP inh: DD(E)-Tn7 binding inhibition, primary FP screen. P02675. FP displacement of FITC-Tn7 peptide from fibrin DD(E); 0% = median of compound wells per plate. inhibition, % at 8.3 µM. actives 0.13% (n = 370,000);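 active means inhibition above the mean of compounds falling within the control limits plus 3 SD of them, cut at about 14% in these data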;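 further: 0% = plate median of compound wells and 100% = 10 µM Aha-Tn7 peptide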
#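 Assay system: Human fibrin DD(E) protein | Medium: Tris buffer with calcium and detergent, pH 7.8 | Reagent: 0.1 µM fluorescent Tn7 | Compound dosing: Single point at 8.3 µM | Times: 10 min preincubation, 3 h with tracer, room temperature | Detection: Fluorescence polarization of the labelled Tn7 tracer | Controls: Aha-Tn7 high control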
# Tn6 DDE FP: inhibitors of Tn6 peptide binding to human fibrin DD(E); inhibition, % at 8.3 µM; P02675; Fibrin DD(E) TRITC-Tn6 fluorescence polarization displacement; AID 720509; actives 0.21% (n = 370,000);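 active means inhibition above a per-campaign cutoff: mean of compounds within control limits plus 3 SD, cut at about 15% in these data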;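 further: 0% = median of all compound wells on the plate and 100% = blocking peptide control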
# TDP2 inh: blocks human TDP2 phosphodiesterase activity | O95551 | recombinant TDP2, T5PNP hydrolysis, p-nitrophenol absorbance 415 nm | inhibition, % at 12.8 µM | actives 0.34% (n = 370,000) | AID 720702;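 active means inhibition above the mean of all tested compounds plus 3 SD, set per campaign, cut at about 25% in these data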;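 further: 0% = DMSO with enzyme and 100% = buffer with substrate but no TDP2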
#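 Test system: human TDP2 enzyme; Input: 120 nM TDP2 per well; Buffer or medium: Mg2+-containing Tris-HCl buffer, pH 7.5; Reagent: 5 mM T5PNP; Dosing: 12.8 µM single point, 1% DMSO; Incubation: reaction 2 h, 37 °C; Detection: p-Nitrophenol epi absorbance; Read-out: % inhibition relative to enzyme-containing and enzyme-free wells; Replicates: single well per compound.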
# MBD2 inh: inhibitors of human MBD2 binding to methylated oligonucleotide; Q9UBB5; TR-FRET; inhibition, % at 4.4 µM; actives 0.31% (n = 370,000); AID 686964; in the data active means inhibition above about 13%
# Target sequence (Q9UBB5 whole entry, looked up): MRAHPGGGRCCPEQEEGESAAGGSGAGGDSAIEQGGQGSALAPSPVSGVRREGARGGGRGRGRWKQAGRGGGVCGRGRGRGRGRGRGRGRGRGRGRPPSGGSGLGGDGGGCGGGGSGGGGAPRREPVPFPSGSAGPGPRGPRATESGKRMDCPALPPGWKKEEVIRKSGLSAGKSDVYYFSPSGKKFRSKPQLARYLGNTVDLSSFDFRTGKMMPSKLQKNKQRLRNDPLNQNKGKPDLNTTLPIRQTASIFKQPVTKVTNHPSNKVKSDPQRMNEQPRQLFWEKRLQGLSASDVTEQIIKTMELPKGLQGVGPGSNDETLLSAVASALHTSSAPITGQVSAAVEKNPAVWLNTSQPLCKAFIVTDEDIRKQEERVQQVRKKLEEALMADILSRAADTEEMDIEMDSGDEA
# SIAE inh: inhibitors of human sialic acid acetylesterase SIAE; inhibition, % at 9.66 µM; AID 1053197; actives 0.69% (n = 370,000); SIAE FP-Rh probe binding, fluorescence polarization;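 active means inhibition above a cutoff: mean of compounds within the control limits plus 3 SD of those, cut at about 17% in these data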;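 further: 0% = plate median of compound wells and 100% = probe without SIAE protein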
# TCR CD3 inh: human TCR-CD3 binding inhibition | AID 651800 | actives 0.37% (n = 360,000) | TAMRA-labeled TCR probe fluorescence, biochemical | inhibition, % at 9.4 µM; in the data active means inhibition above about 19%;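 further: recombinant mutant TCR 2C K166C tagged with TAMRA read by polarization; 0% = receptor in buffer alone and 100% = receptor with positive control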
# UHRF1 binding: human UHRF1 methylated DNA binding inhibitors | Q96T88 | UHRF1 binding to methylated oligo, TR-FRET | inhibition, % at 4.4 µM | actives 0.75% (n = 370,000); in the data active means inhibition above about 21%;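 further: UHRF1 SRA domain binding a hemimethylated CpG hairpin DNA probe; 0% = median of test compound wells and 100% = reference inhibitor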
# The depositor's hits bear a star; . = not tested or not shown.
SMILES,PRMT1 inh,LEDGF integ inh,KLK7 zymogen act,DDE Tn7 FP inh,Tn6 DDE FP,TDP2 inh,MBD2 inh,SIAE inh,TCR CD3 inh,UHRF1 binding
Fc1ccccc1-c1ccc(/C=N/Nc2nc3ccccc3[nH]2)o1,2,11,-1.1,-5,-11,-8,-3,35*,-5,-2
Cc1nn(C)cc1CNC(=O)Nc1ccc(Br)cc1Cl,-1,-3,0.4,9,2,2,-7,1,-2,-1
Cc1noc(C)c1COc1ccccc1C(=O)N(C)Cc1ccc(F)cc1,-4,-2,-0.6,0,9,0,0,-1,6,0
COCCn1c(SCc2ccc(OC)c(F)c2)nc2ccccc2c1=O,5,3,0.1,2,3,8,-6,-5,4,1
O=C(Nc1ccc(NC(=O)C2CC2)cc1)c1cccs1,0,2,0.5,-1,0,1,0,-1,6,-2
Cc1ccc(S(=O)(=O)Nc2ccccc2N=Cc2ccc([N+](=O)[O-])cc2[N+](=O)[O-])cc1,1,2,-0.5,4,9,-12,-7,7,0,-2
COCc1cc(C)nc(SCC(=O)Nc2cccc3cccnc23)c1C#N,0,1,-0.3,-5,-3,-2,6,8,-5,3
Cc1ccsc1/C=C(\C(=O)c1ccc(OC(C)C)cc1)c1nc2ccccc2o1,3,-7,-2.2,0,-12,-9,3,-15,-5,0
CSc1cccc(NC(=O)c2ccc(CN3CCc4ccccc4C3)cc2)c1,2,3,0.6,-5,-3,-9,0,-12,5,-1
CC1CN(c2ccc([N+](=O)[O-])cc2F)CCN1C(=O)c1ccco1 (configuration not stated),2,-1,0.1,8,-1,-2,2,0,3,-3
COP(=O)(CC(=O)OC(C)(C)C)C(CC(C)C)NC(=O)OCc1ccccc1 (configuration not stated),1,0,-0.9,4,4,-1,4,-8,.,-1
Cc1ccccc1NC(=O)c1cccc(C(=O)Nc2ccccc2C)n1,-4,4,0.1,0,-4,-1,-3,-2,-6,-1
CCn1c(SCC(=O)N/N=C/C=C\c2ccco2)nc2ccccc21,21*,3,0.8,6,-6,-1,6,14,-5,0
Cc1ccc(/C=N/NC(=O)Cn2cnc3ccccc32)cc1,-1,-5,0.2,-5,-4,3,2,-1,2,0
NS(=O)(=O)c1ccc(CCNC(=O)CSc2nnc3ccccn23)cc1,-4,6,0.5,-9,3,-17,-1,6,4,4
COc1ccc(N2CCN(C(=O)c3ccc(S(=O)(=O)N4CCOCC4)cc3)CC2)cc1,-1,-2,0.2,-4,-11,-7,0,1,-1,-1
COc1ccc(NS(=O)(=O)c2ccc3oc(SC4CCOC4=O)nc3c2)cc1 (configuration not stated),2,0,-1.0,0,-1,-20,-2,-3,0,5
CN(CCO)c1ccc(C(C(=O)c2ccccc2)c2ccc(N(C)CCO)cc2)cc1,0,-2,0.5,-2,6,0,0,0,2,-1
CCN1CC(C)C(O)(c2ccccc2)CC1C (configuration not stated),-3,-3,0.1,-3,-2,2,-3,13,2,-1
COC(=O)c1sccc1-n1cccc1C(=O)N1CCOCC1,-3,1,0.0,-2,1,1,-4,-3,1,1
Cc1ccc(NC(=O)CSC(C)c2nc3ccccc3c(=O)[nH]2)cc1 (configuration not stated),3,0,0.7,5,5,1,-3,5,6,0
CCOc1ccc(S(=O)(=O)n2c([N+](=O)[O-])cnc2C)c(C)c1C,-1,2,0.6,6,7,8,-4,-1,9,1
Cc1nn(CC(=O)NCC2CCCO2)c(=O)c2cc3ccccc3n12 (configuration not stated),4,-4,0.4,2,-6,7,-8,7,1,-5
O=C(NC(=S)N1CCN(c2ccc([N+](=O)[O-])cc2)CC1)c1ccccc1,3,0,0.5,1,2,-2,1,8,-4,1

# The closing 6 compounds of the part before lead into the next:
SMILES,PRMT1 inh,LEDGF integ inh,KLK7 zymogen act,DDE Tn7 FP inh,Tn6 DDE FP,TDP2 inh,MBD2 inh,SIAE inh,TCR CD3 inh,UHRF1 binding
CCN1CC(C)C(O)(c2ccccc2)CC1C (configuration not stated),-3,-3,0.1,-3,-2,2,-3,13,2,-1
COC(=O)c1sccc1-n1cccc1C(=O)N1CCOCC1,-3,1,0.0,-2,1,1,-4,-3,1,1
Cc1ccc(NC(=O)CSC(C)c2nc3ccccc3c(=O)[nH]2)cc1 (configuration not stated),3,0,0.7,5,5,1,-3,5,6,0
CCOc1ccc(S(=O)(=O)n2c([N+](=O)[O-])cnc2C)c(C)c1C,-1,2,0.6,6,7,8,-4,-1,9,1
Cc1nn(CC(=O)NCC2CCCO2)c(=O)c2cc3ccccc3n12 (configuration not stated),4,-4,0.4,2,-6,7,-8,7,1,-5
O=C(NC(=S)N1CCN(c2ccc([N+](=O)[O-])cc2)CC1)c1ccccc1,3,0,0.5,1,2,-2,1,8,-4,1
COCCN(C(=O)COC(=O)CNC(=O)c1cccs1)c1c(N)n(Cc2ccccc2)c(=O)[nH]c1=O,2,-4,0.2,2,-2,1,2,3,-2,-1
O=C(O)Cn1c2ccccc2c2n[nH]c(=S)nc21,42*,5,-0.1,-3,3,0,-2,4,6,-3
N#Cc1ccc(Cl)cc1NC(=O)CNCc1cccs1,-2,3,0.7,1,1,4,-1,-5,4,-1
O=[N+]([O-])c1cccc(-c2nc(-c3ccccc3)no2)c1,-4,0,-0.2,-4,-2,-9,3,-2,2,1
CC(=O)Nc1ccc(NC(=O)C(C)OC(=O)c2cc(S(=O)(=O)N3CCOCC3)ccc2Cl)cc1 (configuration not stated),4,-1,0.5,-6,-4,8,4,0,-2,2
CC12CCC(O)CC1=CCC1C2CCC2(C)C1CCC21CCC(=O)O1 (configuration not stated),2,-1,-0.3,0,0,-1,-2,3,-3,-1
CCN(CC)S(=O)(=O)c1cccc(NC(=O)CSc2nnc(N)s2)c1,16,-2,0.1,0,1,1,1,-4,-6,-1
COCCCNC(=O)c1ccc2c(c1)nc(C)n2-c1cccc(C)c1,-1,3,-0.8,-3,7,-18,-2,-1,2,3
CC1(C)CC(=O)C=C(NCCN2CCNCC2)C1,-3,0,-0.5,3,6,-8,-2,2,5,-3
COc1ccc(NC(=O)c2cc([N+](=O)[O-])ccc2O)cc1,1,-10,0.2,5,4,-11,-2,-6,7,-2
Cc1ccc(OCC(=O)NNC(=O)c2ccccc2OCc2c(C)noc2C)cc1,-3,-2,-0.2,6,-3,-2,3,1,1,-1
CCc1nnc(NC(=O)CSCc2cc(=O)n3ccsc3n2)s1,-2,2,0.2,-3,-8,6,-3,-4,8,1
Cc1cc(C)c2c(n1)nn1c(N3CCN(c4ccccc4C)CC3)cc(C)nc21,0,-1,0.6,2,3,-5,-1,2,-5,1
COC(=O)[C@@]1(Cc2ccc(F)cc2)[C@H]2c3cc(C(=O)N4CCCC4)n(Cc4ccc(S(C)(=O)=O)cc4)c3C[C@H]2CN1C(=O)c1ccccc1,-1,-5,0.8,0,-11,-5,-1,1,9,1
CCC(CC)C(=O)c1c[nH]c(C(=O)NCc2ccncc2)c1,-2,6,-0.5,-2,1,5,-2,-7,-6,2
COc1ccc(N(CC(=O)NC2CCCCC2)C(=O)CNC(=O)c2cccs2)cc1,5,0,-0.5,6,-2,-10,7,-7,-6,5
COc1ccc(S(=O)(=O)N2CCCOC2CNC(=O)C(=O)NCCc2ccco2)cc1 (configuration not stated),-1,5,-0.4,-6,0,-5,-1,4,-3,4
COc1ccc(-c2nnc(SCC(=O)N3CCCc4ccccc43)o2)cc1OC,1,1,-0.4,5,-2,0,1,6,1,2
Cc1onc(-c2c(F)cccc2Cl)c1C(=O)Nc1nccs1,-1,2,0.3,-3,4,7,5,4,-3,1
COc1ccccc1CNC(=O)C1CCN(C(=O)N(C)C)CC1,-4,0,0.2,-4,0,9,1,-5,4,1
C/C(=N\NC(=O)c1cc(C)[nH]n1)c1ccc(-c2ccccc2)cc1,2,-1,0.4,6,0,10,-1,15,4,1
O=C(COc1ccccc1)N(Cc1ccco1)c1ccc(O)cc1,3,2,-0.1,3,2,2,2,1,-6,0
CCOC(CNc1ncnc2c1cnn2C)OCC,6,-3,-0.6,-2,5,-12,0,-1,-8,2
CCOC(=O)c1cnn(-c2ncnc3sc(CC)cc23)c1N,1,-1,0.3,12,11,-5,1,-5,4,-1
COc1cccc(O)c1CN1CCCC(C(=O)c2cccc(C(F)(F)F)c2)C1 (configuration not stated),9,-9,-0.4,0,0,-10,3,-3,-5,2
O=C(Cn1cc([N+](=O)[O-])cn1)NCc1ccco1,1,4,-0.8,-6,-9,16,-4,3,1,-3
CCn1c(SCC(=O)Nc2ccc(NC(C)=O)cc2)nc2c1c(=O)n(C)c(=O)n2C,3,-4,0.2,-1,1,5,3,-3,0,1
Clc1cc(Cl)cc(CSc2nnc(-c3sccc3-n3cccc3)o2)c1,-1,1,0.3,1,0,5,-5,5,-1,0
O=C(CCc1ccccc1)NNC(=O)COc1ccc(Br)cc1,1,-5,-0.2,5,-7,-8,6,-5,-3,3
O=C(Nc1cccc(S(=O)(=O)C(F)F)c1)c1ccc(S(=O)(=O)N2CCOCC2)cc1,-3,1,0.3,-1,-9,-18,0,-10,1,3
COCCSc1ccccc1C(=O)Nc1cccnc1,9,1,-0.3,-4,0,1,2,0,3,2
O=C(COC(=O)C1CCC1)Nc1ccc(OC(F)F)cc1,0,3,-0.2,-2,-2,-1,6,0,-5,9
COc1ccc(S(=O)(=O)N(C)[C@H]2C[C@H]3c4cc(Oc5ccccc5C)ccc4CCN3C(=O)[C@H]2[C@H](C)O)cc1,4,-1,0.2,2,4,-2,-5,-9,3,-2
CC(=O)c1c(O)cc(C)n(-c2ccc(F)cc2)c1=O,-1,1,0.1,0,0,-3,-1,8,-1,3
COc1ccc(-c2c(C)nn(-c3ccccc3)c2N)cc1OC,0,-1,0.2,-2,8,-16,-2,1,-7,-1
Cc1occc1C(=O)NNS(=O)(=O)c1ccc(Cl)cc1,-2,0,-0.5,4,0,-10,-3,7,5,-3
COc1cc(/C=N/NS(=O)(=O)c2ccc3ccccc3c2)ccc1OCc1ccc(C(=O)O)cc1,5,-4,0.2,-2,-3,-7,-1,-9,-1,1
COCCn1nnnc1C(c1ccccc1)N1CCN(C(=O)c2ccco2)CC1 (configuration not stated),2,1,0.2,6,5,3,0,-1,-1,-2
CCCN1CCN(CCCNC(=O)c2cc3c(=O)n(C)c4ccccc4c3n2C)CC1,-3,-1,0.3,-7,-12,5,6,8,-2,4
CC(O)Cn1ccccc1=N (configuration not stated),-5,1,0.5,9,1,-3,-4,-1,6,0
COc1ccccc1N1CCN(C2CCN(C(=O)c3cccs3)CC2)CC1,2,0,-0.6,-8,9,-11,-2,-3,7,-1
